From PubChem
MPTP block: mitochondrial permeability transition pore inhibitors, primary screen, biochemical, isolated mouse mitochondria, absorbance. Ca2+ swelling absorbance, 30 min. inhibition, % at 10 µM. 1.4% of 360,000 active. AID 602449, 2012;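 active = inhibition of 50% or more, scaled per plate between neutral and stimulator controls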;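 also: 0% = DMSO wells given calcium and 100% = 1 mM EGTA wells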
beta cell repl: inducers of MIN6 beta-cell proliferation, primary screen, ATP luminescence, uHTS; MIN6 cells proliferation, ATPlite luminescence, 48 h; cells starved in 0.2% serum; 100% = growth in 10% serum; proliferation, % at 10 µM; 0.29% of 330,000 active; AID 2380, 2010;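 active = compounds whose signal lies at least 3.5 SD above the mean of all wells on their plate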;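 also: 0% = DMSO-treated cells in low-serum medium and 100% = 10% serum control; some compounds called inactive have numbers as strong as hits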
tim10-1 inh: growth inhibitors of tim10-1 mutant yeast, primary screen, luminescence, uHTS; S. cerevisiae tim10-1 ts strain growth, BacTiter-Glo, 24 h; inhibition, % at 20 µM; 2.2% of 330,000 active; AID 463190, 2010;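 active = inhibition of at least 40%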;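 also: mutant grown at 25 °C; 0% = DMSO wells with yeast and 100% = wells holding no yeast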
NLRP3 yeast inh: NALP3 inflammasome inhibitors in reconstituted yeast, primary screen, luminescence, uHTS. Yeast reconstituted NLRP3/ASC/caspase-1, beta-gal luminescence, 24 h. inhibition, % at 10 µM. 0.39% of 330,000 active. AID 2825, 2010;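 active = inhibition of 50% or more; inactive = inhibition below 50%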;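 also: plate controls were induced DMSO wells for no effect and uninduced yeast grown without galactose for full effect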
tim23-1 inh: growth inhibitors of tim23-1 mutant yeast, primary screen, luminescence, uHTS; S. cerevisiae tim23-1 growth, BacTiter-Glo luminescence, 24 h; inhibition, % at 20 µM; 1.3% of 330,000 active; AID 463212, 2010;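 active = growth inhibition of the mutant yeast at or above 50%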;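 also: temperature-sensitive mutant grown at 25 °C; plate controls were DMSO-treated mutant yeast for no effect and medium wells lacking yeast for full effect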
APJ antagonist: antagonists of human apelin receptor APJ, primary screen, CHO-K1 cells, beta-arrestin complementation, luminescence | P35414 | inhibition, % at 20 µM | 0.32% of 330,000 active;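 active = inhibition above about 40% at 20 µM, limit read from the data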;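 also: cells challenged with 10 nM apelin-13 agonist together with compound; plate controls were apelin-13 plus DMSO wells for no effect and DMSO wells lacking apelin-13 for full effect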
Target sequence (P35414 whole entry, looked up): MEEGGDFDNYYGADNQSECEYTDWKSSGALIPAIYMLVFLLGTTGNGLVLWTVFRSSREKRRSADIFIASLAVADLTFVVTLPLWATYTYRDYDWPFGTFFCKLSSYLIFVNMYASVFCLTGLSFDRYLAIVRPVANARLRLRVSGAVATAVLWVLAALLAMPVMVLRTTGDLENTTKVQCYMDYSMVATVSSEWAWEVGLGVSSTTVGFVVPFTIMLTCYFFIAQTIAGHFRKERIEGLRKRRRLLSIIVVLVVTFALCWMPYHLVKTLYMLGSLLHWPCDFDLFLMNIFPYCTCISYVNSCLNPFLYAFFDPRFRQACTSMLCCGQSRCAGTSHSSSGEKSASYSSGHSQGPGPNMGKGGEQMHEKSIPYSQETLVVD
APJ agonist: agonists of human apelin receptor APJ, primary screen, CHO-K1 cells, PathHunter beta-arrestin, luminescence; 0% DMSO wells, 100% apelin; 0.11% of 330,000 active; activation, % at 20 µM; AID 2520, 2010; P35414;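 active = activation more than six SD over the plate average, tested at 20 µM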;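 also: 0% = DMSO alone and 100% = apelin-13 at 10 nM; some results filed as inactive read as strong as hits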
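Assay system: engineered CHO-K1 APJ arrestin reporter cells; Amount: 1000 CHO-K1 reporter cells seeded per well; Dosing: one dose, 20 µM compound, 1% DMSO; Times: compound stimulation 90 min at 25 °C, detection 60 min; Measured by: luminescent beta-gal fragment complementation, chemiluminescent substrate; Read-out: APJ–arrestin association signal; Controls: DMSO vs Apelin-13 10 nM.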
NR3A LBD binder: binders of NR3A ligand-binding domain, primary screen, biophysical, differential scanning fluorimetry, uHTS | Glutamate receptor ionotropic, NMDA 3A (GRIN3A) ligand-binding domain | Tm shift relative to glycine control, % at 25 µM | 2.5% of 340,000 active | NR3A LBD differential scanning fluorimetry, Tm shift; 0% = protein alone, 100% = glycine-bound protein;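 active = melting temperature shift of at least 10% of the positive control shift, at one fixed dose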
TIM10 inh: growth inhibitors of isogenic TIM10 control yeast, primary screen, counter-screen for tim10-1 yeast inhibitor project, luminescence, uHTS; inhibition, % at 10 µM; S. cerevisiae TIM10 strain growth, BacTiter-Glo luminescence, 24 h; AID 463195, 2010; 1.4% of 330,000 active;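 active = inhibition of 40% or more at the single tested concentration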;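 also: wild-type TIM10 isogenic control strain grown at permissive 25 °C; 0% = DMSO yeast wells and 100% = minimal medium wells without yeast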
An asterisk follows results filed as active.

SMILES	MPTP block	beta cell repl	tim10-1 inh	NLRP3 yeast inh	tim23-1 inh	APJ antagonist	APJ agonist	NR3A LBD binder	TIM10 inh
COC(=O)c1ccc(-n2c(C)cc(C(=O)CCl)c2C)cc1	-1.2	-7	7	-73	52*	-7	2	-1	33
Cc1cccc(CS(=O)(=O)c2ncc(Cl)c(C(=O)NCc3ccccc3)n2)c1	-0.7	-8	44*	32	38	16	-3	0	17
O=C(c1ccoc1)N1CCCC(Nc2ccc(F)c(F)c2)C1 (stereo unspecified)	-0.3	-2	2	23	6	6	5	2	-11
O=C(NCCCn1ccnc1)c1ccc(-c2cccc(Cl)c2Cl)o1	-1.7	-5	-9	-2	-12	-2	0	-1	-8
CC(C)=CCN1CCN(Cc2ccoc2)CC1CCO (stereo unspecified)	-2.0	-2	-6	-1	10	0	0	-1	2
O=S(=O)(Nc1nnc(C2CCCCC2)s1)c1ccc(F)cc1	1.1	0	19	24	18	-3	1	3	-7
COc1ccc(NC(=O)Cn2c(CCC(=O)O)ccc2-c2ccccc2)cc1	0.2	-1	-7	8	-1	17	1	-2	-3
O=c1c2ccccc2nnn1COc1ccc(Cl)cc1Br	-0.8	2	6	19	10	-3	-5	0	6
CC(C)C(=O)N1CCN(c2ccccc2NC(=S)NC(=O)Cc2ccccc2)CC1	-1.3	-3	11	18	14	-8	-3	1	10
CC(C(=O)N1CCc2ccccc21)N(C)CC(=O)Nc1cccc(F)c1 (stereo unspecified)	-1.3	-3	3	4	28	-63	-3	-1	2
CC(C(=O)N1CCCC1)N1CCN(c2ccccc2O)CC1 (stereo unspecified)	0.8	-4	-5	6	22	-25	-2	-2	-14
CCOc1ccc(NC(=O)CN(C)CC(=O)Nc2ccc(F)c(F)c2F)cc1OCC	-0.2	-2	17	-3	5	-4	-1	0	-14
Cc1ccc(C)c(OCc2ccc(C(=O)N3N=C(C(F)F)CC3(O)C(F)F)o2)c1 (stereo unspecified)	23	-3	23	8	18	6	-5	3	24
CCOC(=O)N1CCN(C(=O)CCn2c(=S)[nH]c3ccsc3c2=O)CC1	1.1	5	20	10	3	3	-1	1	-14
COc1ccc(CN(CCC(c2ccccc2)c2ccco2)C(=O)c2ccco2)cc1 (stereo unspecified)	5.1	-5	4	13	15	16	1	-19	10
Cc1ccnn1CCC(=O)N1CCCC(CCC(=O)N2CCN(c3ccccn3)CC2)C1 (stereo unspecified)	-1.2	-2	-1	10	3	9	-3	-2	4
Cc1cccc(C(=O)NC(=S)Nc2ccc(S(=O)(=O)N(C)c3ccccc3)cc2)c1	0.6	-4	14	27	0	10	-4	-3	-15
Cc1cc(C(=O)Nc2nnc(C3CCCCC3)s2)no1	-2.3	0	23	-24	47	-22	2	1	36
CC(C)Cn1c(CCNC(=O)c2ccco2)nc2ccccc21	0.1	1	15	11	13	-1	0	0	6
COc1ccc(OC)c(NC(=O)COC(=O)CNC(=O)c2ccc(OC)c(OC)c2)c1	2.8	-3	8	10	9	0	-5	2	5
COc1cccc(CSc2nc3cc4c(cc3cc2C)OCCO4)c1	2.0	-5	16	6	11	0	-4	-3	17
COc1ccccc1C(=O)Nc1ccnn1C1CCN(C(=O)C2CCOC2)CC1 (stereo unspecified)	-1.1	3	-3	12	-1	19	-4	-5	5
Cc1ccc(OC[C@H](O)[C@H](C)NC(C)C)c2c1CCC2	-2.3	-3	10	-6	-9	11	1	-2	5
CCc1nnc(SCc2ccc(OC(C)C)cc2)n1N	0.1	2	-10	22	-13	-17	2	6	-2
Cc1ccc(CNC(=O)COC(=O)c2ccc(S(=O)(=O)N3CCCCCC3)cc2)cc1	-0.4	-1	0	13	9	-18	-4	2	3

Arranged by heavy-atom count (low to high): three of the compounds above
SMILES	MPTP block	beta cell repl	tim10-1 inh	NLRP3 yeast inh	tim23-1 inh	APJ antagonist	APJ agonist	NR3A LBD binder	TIM10 inh
Cc1cc(C(=O)Nc2nnc(C3CCCCC3)s2)no1	-2.3	0	23	-24	47	-22	2	1	36
COc1cccc(CSc2nc3cc4c(cc3cc2C)OCCO4)c1	2.0	-5	16	6	11	0	-4	-3	17
CCOC(=O)N1CCN(C(=O)CCn2c(=S)[nH]c3ccsc3c2=O)CC1	1.1	5	20	10	3	3	-1	1	-14

Further structures
SMILES	MPTP block	beta cell repl	tim10-1 inh	NLRP3 yeast inh	tim23-1 inh	APJ antagonist	APJ agonist	NR3A LBD binder	TIM10 inh
O=C(CSCc1ccc(Cl)cc1)N/N=C/c1ccc(OCC(=O)Nc2ccccc2)cc1	-7.1	-7	1	26	5	-8	-5	10*	6
CN(C)CCCNc1nc(N)c([N+](=O)[O-])c(NCc2ccccc2)n1	0.0	1	0	-15	2	-32	-1	-1	-7
Cn1c2c(c(=O)n(C)c1=O)C(C(F)(F)F)(C(F)(F)F)N=C(C1CCCCC1)N2	2.4	4	4	21	9	12	-2	2	11
CCC(C)NC(=O)C1c2cc(OC)c(OC)cc2C(=O)N(C)C1c1cccs1 (stereo unspecified)	-0.1	1	-4	4	12	-3	-4	0	-2
Cc1ccc(C(=O)c2ccc([N+](=O)[O-])cc2)cc1	1.2	-3	12	7	10	-22	-2	-4	-3
CCC(=O)c1c(NC(CC)CO)cc(C)oc1=O (stereo unspecified)	0.4	-1	-6	10	8	7	-1	0	-5
CCOC(=O)c1cc(NC(=O)CSc2nnc(CN3CCOCC3)n2C)ccc1Cl	-1.3	-3	1	-3	-1	-10	10	0	1
COC(=O)C1(Cc2cc(-c3cccc(Br)c3)no2)CCN(C(=O)OC(C)(C)C)CC1	3.3	-8	41*	13	32	13	2	-5	31
CC(C)(C)c1cc(OC(=O)C2CCCC2)ccc1O	-0.6	-5	-11	6	15	-12	4	-12	24
O=C(O)CC1Sc2nnc(COc3ccc(Cl)cc3)n2N=C1c1ccccc1 (stereo unspecified)	0.3	-1	12	-11	7	22	-2	1	13
CCc1nc(SCC(=O)N2CCN(C(=O)c3ccco3)CC2)c2c3c(sc2n1)CCCC3	-0.1	-2	16	9	9	-5	1	0	-5
O=C(NCc1c(F)cccc1F)c1cc(COc2c(F)cccc2F)on1	-0.2	1	18	25	4	-1	-3	0	3
Cc1c(C(=O)N2CCOCC2)sc(NC(=O)c2ccc([N+](=O)[O-])cc2)c1C#N	0.5	-2	8	33	-1	30	-7	-2	2
CCN(CCNC(=O)C1CCC(=O)N1Cc1ccc(C)cc1)c1ccccc1 (stereo unspecified)	2.3	0	5	-17	8	2	-1	2	3
COc1ccccc1NC(=S)NCCSc1ccc(C)cc1	4.0	-5	27	6	28	8	1	-15	35
COc1ccc(C(NC(=O)CC(C)C)NC(=O)CC(C)C)cc1OC	-1.6	-3	-1	20	14	8	0	1	15
O=C(Nc1ccc(SC(F)F)cc1)c1ccc(F)cc1	-0.1	-1	8	21	20	-16	0	1	15
CC(=O)Oc1cccc(/C=C2\Sc3ccccc3C2=O)c1	2.8	-6	44*	20	86*	13	1	17*	33
CCOC(=O)N1CCN(C(=O)CSc2nc(CC)nc3c2c(=O)n(C)c(=O)n3C)CC1	-0.3	1	8	-13	0	-5	0	0	2
CC(C)N1C(=O)C(O)(C2COC(C)(C)CC2=O)c2ccccc21 (stereo unspecified)	-1.7	-1	-10	22	0	-6	-3	0	1
CNc1ncc(C(=O)c2ccc(F)cc2)s1	-0.6	10*	-30	20	-6	4	-1	-2	-13
COc1ccc(CCNC(=O)CSc2ncc(C(=O)Nc3ccccc3)c(=O)n2C)cc1	-0.5	-1	3	19	-3	-11	-4	1	-11
O=C(Cn1nc(-c2ccc(Cl)cc2)ccc1=O)NCC1COCCO1 (stereo unspecified)	-0.6	-3	-1	5	6	2	0	1	-8
CC(=O)c1ccc(OC(=O)COc2ccccc2)cc1	-2.4	0	-5	13	13	-18	0	2	6
CCCN(CC(=O)Nc1ccc(Cl)cc1Cl)C(=O)/C=C/c1cc(OC)ccc1OC	0.8	0	20	14	2	13	-2	-3	-9
Other entries follow:
SMILES	MPTP block	beta cell repl	tim10-1 inh	NLRP3 yeast inh	tim23-1 inh	APJ antagonist	APJ agonist	NR3A LBD binder	TIM10 inh
O=c1c2c(nc3c(-c4ccccc4)c[nH]n13)CCC2	-0.4	-2	19	10	9	6	-4	-1	9
Cc1ccc(N(CC(=O)Nc2ccc(F)c(Cl)c2)S(=O)(=O)c2c(C)noc2C)cc1	58*	0	38	-22	18	0	-1	11*	64*
CCOc1ccc(/C=N/OCC(=O)Nc2ccc(OCc3ccccc3)cc2)cc1OC	3.1	-5	-10	13	-2	-2	1	-3	1
Cc1ccc(NC(=O)c2cccc(OC(F)F)c2)c(OC(F)F)c1	1.7	0	32	30	30	-2	-2	-1	16
CCOC(=O)c1cn(CC)c2ccc(S(=O)(=O)N3CC(C)CC(C)C3)cc2c1=O (stereo unspecified)	-2.0	0	16	12	13	4	-2	-2	-7
CC(Oc1ccc2c3c(c(=O)oc2c1)CCCC3)C(=O)NCCN1CCOCC1 (stereo unspecified)	0.4	1	20	7	7	5	-1	2	1
CCc1ccc(N(CC(=O)N2CCCCCC2)S(C)(=O)=O)cc1	-1.3	-2	-7	20	4	-14	-3	-1	2
Cc1ncc(CO)c(/C=N/NC(=O)c2ccoc2C)c1O	1.5	-2	-15	4	-5	20	-1	0	-6
Cc1cnc(NC(=O)Cc2ccc(S(=O)(=O)N3CCOCC3)s2)s1	-1.1	0	-4	0	11	3	-1	-6	0
CCOC(=O)c1cn2nc(Oc3cccc(C(F)(F)F)c3)ccc2n1	-2.5	2	-13	33	25	-7	-4	0	-4
Cc1cc(C)cc(NC(=O)CSc2nc3nc(C)cc(C)c3c(=O)[nH]2)c1	-1.7	-4	9	32	26	4	-6	-6	21
Cc1ccc(C(=O)OCc2ccc3c(c2)OCO3)cc1S(=O)(=O)N1CCCCC1	0.5	-3	21	10	10	5	-4	10	4
CN1C(C(=O)Nc2ccc(OC(F)(F)F)cc2)=CC(c2ccco2)=NS1(=O)=O	2.7	-2	15	18	19	18	-4	-9	11
COc1ccc(N2CCN(C(=O)NC(=O)c3ccccc3)CC2)cc1	-0.2	2	-13	6	-3	1	1	2	-5
CC(NC(=O)OCc1ccccc1)C(=O)NCC(=O)NC(Cc1ccc(OC(C)(C)C)cc1)C(=O)OC(C)(C)C (stereo unspecified)	5.7	0	8	30	16	-1	19*	1	16
COc1ccc(OC)c(-n2c(SC)nnc2-c2c[nH]c3ccccc23)c1	1.3	0	14	5	1	11	-2	-1	21
O=C(CCN1CCCCC1)NCC1OCCc2ccccc21 (stereo unspecified)	-1.8	-1	0	9	22	2	-3	0	-27
COc1ccc(CCn2nnnc2C(C(C)C)N2CCN(c3ncccn3)CC2)cc1OC (stereo unspecified)	0.2	-1	23	11	29	5	-3	-7	19
COc1ccc(/C=N/NC(=O)c2cc3cc(OC)c(OC)cc3[nH]2)cc1	0.2	-5	14	4	22	-7	2	4	2
CCc1ccc(Nc2nnc(SCC(=O)N(C)CC(=O)Nc3ccccc3CC)s2)cc1	-1.0	-3	9	21	17	-10	1	-8	5
CCOC(=O)N1CCC(N(CCCOC)C(=O)Nc2cccc(OC)c2)CC1	0.9	-4	12	1	-2	22	-1	0	-2
